AMA1 RON2 block: AMA1-RON2 (P. falciparum) interaction inhibition. AlphaScreen AMA1-biotinylated RON2 peptide binding. Potency, µM (titrated, usually from 58.2 µM), for inactives: at the top dose activity change, negative = inhibition, most hits filed as inhibitors. 360,000 tested, 0.2% active. AID 720542;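 note: potency is the fitted concentration of half-maximal effect; 0% = vehicle wells and -100% = peptide control; nearly all actives have a fitted effect of over 45% in size; some results filed as inactive show a strong effect at the top dose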
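AMA1 (3D7) with his tag at 25 nM final met compounds first, then biotinylated RON2 peptide at 25 nM; detection used donor plus acceptor beads, 10 µg/mL apiece, read by AlphaScreen after 30 min at room temperature.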
HCMV antiviral: inhibitors of human cytomegalovirus; HFF cells, HCMV-luciferase reporter, 72 h; stronger effect = lower value; activity change, negative = inhibition, % at 57.5 µM; 410,000 tested, 4.5% active; AID 1259415; in the data active = activity change below about -60%; inconclusive = no clear call, values can overlap the other calls; inactive = above about -39%
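Compounds were evaluated in HFFs infected with an HCMV luciferase reporter virus (MOI 1 PFU/cell). Luciferase in lysates collected 72 h post infection served as the replication measure.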
Giardia FBPA inh: Giardia lamblia aldolase inhibition | A8B2U2 | 290,000 tested, 0.71% active | purified Giardia FBPA | Potency, µM (highest dose often 59.6 µM), for inactives: top-dose activity, negative = inhibition, most hits filed as inhibitors; note: potency is the fitted concentration of half-maximal effect; nearly all actives have a fitted effect of over 55% in size
Target sequence (A8B2U2 whole entry, looked up): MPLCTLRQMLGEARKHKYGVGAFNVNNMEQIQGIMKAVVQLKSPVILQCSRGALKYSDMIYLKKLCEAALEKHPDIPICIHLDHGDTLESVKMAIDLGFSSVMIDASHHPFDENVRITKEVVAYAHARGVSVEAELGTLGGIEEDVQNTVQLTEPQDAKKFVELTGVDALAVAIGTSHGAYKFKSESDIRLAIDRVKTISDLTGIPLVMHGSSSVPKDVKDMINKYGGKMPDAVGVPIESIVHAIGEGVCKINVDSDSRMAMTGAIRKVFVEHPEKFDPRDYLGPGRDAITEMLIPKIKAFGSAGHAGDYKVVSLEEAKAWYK
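40 nM FBPA preincubated 10 min at RT with compound (up to 57.5 uM final), then substrate plus GAPDH/TPI/NAD/arsenate coupling and diaphorase/resazurin added. Fluorescence read after 20 min at RT, 525/598 nm.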
Sm TGR inh: S. mansoni TGR enzyme inhibition; Potency, µM (doses to about 114 µM), for inactives: at the highest dose activity change, negative = inhibition, most hits filed as inhibitors; purified TGR, DTNB reduction, TNB absorbance 405 nm; AID 485364; 360,000 tested, 3% active; Q962Y6; note: potency is the fitted concentration of half-maximal effect; nearly all actives have a fitted effect of over 60% in size
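First, TGR (20 nM dispensed) and NADPH were mixed with compound. Second, a 15 min room-temperature incubation followed. Third, further NADPH and then DTNB were added to start the reaction. Finally, TNB absorbance was monitored kinetically.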
AmpC detergent: inhibitors of E. coli AmpC beta-lactamase with detergent; AmpC hydrolysis of nitrocefin, absorbance 480 nm, 0.01% Triton; Potency, µM (titrated, usually from 114 µM), for the others: at the highest dose activity change, negative = inhibition, most hits filed as inhibitors; 370,000 tested, 0.041% active;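 note: potency is the fitted concentration of half-maximal effect; 0% = no-compound wells and -100% = no-enzyme wells; nearly all actives have a fitted effect of over 25% in size; some results filed as inactive show a strong effect at the top dose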
Target sequence (P00811 whole entry, looked up): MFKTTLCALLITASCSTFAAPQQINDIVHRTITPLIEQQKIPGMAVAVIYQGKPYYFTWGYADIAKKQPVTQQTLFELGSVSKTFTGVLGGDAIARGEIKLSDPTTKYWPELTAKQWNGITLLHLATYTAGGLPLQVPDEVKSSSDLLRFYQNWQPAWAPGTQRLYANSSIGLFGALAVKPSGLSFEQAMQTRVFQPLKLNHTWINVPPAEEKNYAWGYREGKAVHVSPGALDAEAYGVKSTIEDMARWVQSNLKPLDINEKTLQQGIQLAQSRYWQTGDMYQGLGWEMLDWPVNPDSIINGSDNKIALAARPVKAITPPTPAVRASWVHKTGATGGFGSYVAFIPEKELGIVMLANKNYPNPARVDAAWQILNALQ
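20 mM phosphate pH 7.0 + 0.01% (detergent screen) or 0.0001% Triton X-100; 5.3 nM AmpC reagent; cpd preinc 15 min RT; nitrocefin (800 uM stock) to start; A480 q20 s × 4 min; Activity was normalised to no-enzyme and no-compound control wells.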
AmpC no deterg: AmpC beta-lactamase inhibition without detergent. P00811. AmpC nitrocefin hydrolysis, absorbance 480 nm, 0.0001% Triton. Potency, µM (doses to about 57.1 µM), inactives show at the top dose activity change, negative = inhibition, usual class: inhibitors. 330,000 tested, 0.52% active. AID 485341;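 note: potency is the fitted concentration of half-maximal effect; plate controls were no compound for no effect and no enzyme for full effect; nearly all actives have a fitted effect of over 20% in size; some results filed as inactive show a strong effect at the top dose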
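AmpC (5.3 nM in the dispensed reagent) in 20 mM phosphate pH 7.0 with 0.01% (detergent screen) or 0.0001% Triton X-100 was preincubated with compounds for 15 min at room temperature. Nitrocefin was then added from an 800 uM solution, and hydrolysis was followed at 480 nm.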
* hit, by the source's call; ? = inconclusive; . = not tested or not shown; & = joins results of further samples; [ ] = remark or other dose. Unless noted, calls come from the whole dose curve; as a rule, active = well fitted curve in the direction sought with a large enough effect; inconclusive = small, poorly fitted or top-dose-only effect, or another doubt; inactive = no such curve, though single readings can be large; an effect the other way counts as inactive or inconclusive. Unless noted, % is set by controls: 0 for no effect and ±100 for the full control effect.

SMILES	AMA1 RON2 block	HCMV antiviral	Giardia FBPA inh	Sm TGR inh	AmpC detergent	AmpC no deterg
CC(=O)n1nc(-c2ccc(C)cc2)nc1NCc1ccco1	4%	40	1%	8%	1%	-22%
Cc1ccc(NC(=O)Cn2ccnc2)cc1C	-11%	-6	5%	-8%	4%	-14%
C=CCOc1nc2c(c(=O)n(C)c(=O)n2C)n1C	0%	-15	-1%	-3%	-9%	-14%
c1ccc(COc2ccc(Oc3nc(N4CCCCC4)nc(N4CCOCC4)n3)nn2)cc1	-7%	19	1%	2%	-14%	43%
O=C1C(=O)N(CCCO)C(c2ccc(Br)cc2)/C1=C(\O)c1ccc(Br)cc1 (stereo not drawn)	-9%	-2	-8%	4%	-8%	-22%
CSCC[C@H](NC(=O)[C@H]1CC[C@H](CNC(=O)[C@@H]2CCCN2)CC1)C(=O)O	-2%	38	-9%	-16%	-9%	-13%
CC(=O)N1CCc2cc(S(=O)(=O)NC(CC(C)C)C(=O)Nc3ccc(C(C)C)cc3)ccc21 (stereo not drawn)	.	25	.	-4%	2%	.
COc1ccc(NC(=O)c2ccc(N3CCCC3=O)cc2)cc1Cl	-5%	0	.	.	.	-16%
CCOc1cc(C)nc(NCCc2ccc(OC)c(OC)c2)n1	-2%	-21	2%	-3%	?	-6%
CC(C)NC(=O)c1cc2cc([N+](=O)[O-])ccc2s1	-8%	?	2%	6%	-11%	-1%
Cc1cc(C(=O)N/N=C/C=C/c2cccc([N+](=O)[O-])c2)n[nH]1	59%[activator]	53	0%	-33%	-23%	-9%[11.4 µM]
COc1ccc(CC(=O)Nc2c3c(nn2C(C)(C)C)CS(=O)(=O)C3)cc1	13%	-4	.	-22%	3%	-2%
Cc1cc(-c2ccc(C(C)C)c(S(=O)(=O)NCc3ccco3)c2)on1	-7%	0	10%	?	?	-36%
COc1ccc(NC(=O)c2cc(-c3ccc(OC)c(OC)c3)nc3ccccc23)c(OC)c1	-7%	-75*	18%	5%	-11%	48%
Cc1ccc(CNC(=O)c2sc3ccc(S(=O)(=O)N4CCCCC4)cc3c2N)cc1	.	.	3%	9%	-1%	-18%
CN(c1ccccc1)S(=O)(=O)c1cccc(C(=O)Nc2ccc3c(c2)CCC3)c1	-15%	?	-5%	-6%	-6%	-29%
CCCCn1c(=O)c(-c2ccccc2)c(O)c2ccccc21	-2%	-12	-4%	3%	-3%	-16%
O=C(NCCN1CCN(c2ccccc2)CC1)c1cccc(Cl)c1	-6%	-10	-1%	0%	-12%	4%
COc1ccccc1CNS(=O)(=O)c1c(C)[nH]c(C)c1C(=O)N1CCCCC1	5%	-17	1%	-8%	-6%	-1%
CC(=O)NC1=NN(C(C)=O)C(c2ccc(C(C)C)cc2)S1 (stereo not drawn)	-14%	134	7%	-10%	-17%	-37%
Cc1ccc(NC(=O)CN2C(=O)NC3(CCCC3)C2=O)c(Cl)c1	6%	11	-2%	3%	-9%	-18%
CCCCNC(=S)N/N=C/c1cccc(OCC)c1O	76%[activator]	-32	12%	-18%	-4%	-18%
CCOC(=O)c1sc(NC(=O)CSc2ncccn2)nc1C	12%	-11	.	1%	-12%	2%
CC1(C(=O)NC2CCCC2)CCC(=O)N1Cc1cccs1 (stereo not drawn)	0%	21	7%	9%	?	-1%
COc1ccc(NS(=O)(=O)c2cccc(C(=O)N/N=C(\C)c3ccncc3)c2)cc1	31%[activator]	?	7%	-2%	6%	-21%

Of the compounds above, two have a nitro group on carbon.
SMILES	AMA1 RON2 block	HCMV antiviral	Giardia FBPA inh	Sm TGR inh	AmpC detergent	AmpC no deterg
CC(C)NC(=O)c1cc2cc([N+](=O)[O-])ccc2s1	-8%	?	2%	6%	-11%	-1%
Cc1cc(C(=O)N/N=C/C=C/c2cccc([N+](=O)[O-])c2)n[nH]1	59%[activator]	53	0%	-33%	-23%	-9%[11.4 µM]

Further records.
SMILES	AMA1 RON2 block	HCMV antiviral	Giardia FBPA inh	Sm TGR inh	AmpC detergent	AmpC no deterg
CCOc1ccc(-n2nc3ccc(NC(=O)c4ccc(OC)c(Cl)c4)cc3n2)cc1	.	2	.	5%	3%	.
CC(C)c1ccc(OCC(=O)NNC(=S)NC(=O)C2CC2)cc1	65%[activator]	-98*	.	0%	-7%	-27%
CCOC(=O)CN1C(=O)c2ccccc2Sc2ncccc21	-9%	?	6%	12%&4%	0%&14%	-17%
Cc1ccc(-n2nc3c(=O)n(CC(=O)NCCc4cccs4)nc(C)c3c2C)cc1	-9%	?	6%	0%	1%	-2%
CC(=O)c1sc(NC(=O)c2c(F)cccc2F)nc1-c1ccccc1	-10%	-11	-1%	-8%	4%	-33%
Cc1cc(C)nc(NN2C(=O)C=CC2=O)n1	95%[activator]	.	5µM*	?	-18%	-10%
Cc1oc(-c2cccc(Cl)c2)nc1CSCC(=O)O	-9%	?	10%	0%&0%	-5%&-3%	-11%
CC(=O)c1cccc(NC(=O)CN2CCN(S(=O)(=O)/C=C/c3ccccc3)CC2)c1	-6%	1	.	0%	-5%	36%
CCOc1ccc(Oc2ccccc2NC(=O)CN2C(=O)NC3(CCCC3)C2=O)cc1	14%	-9	.	0%	-13%	-2%
CCOc1ccc(S(=O)(=O)Nc2cccc(C(=O)NCCCn3ccnc3)c2)cc1	15%	5	.	-25%	-15%	0%
Nc1ncc(-c2nnnn2-c2ccc(Cl)cc2)c(-c2ccc(Cl)cc2)n1	25%	-31	1%	-4%	-2%	-2%
O=C(NC1CCCC1)c1ccc2c(c1)N(Cc1ccc(F)cc1)CCS2	-8%	15	-8%	0%	-2%	-43%
CCC(=O)N1CCN(c2ccc(NC(=S)NC(=O)c3cccc([N+](=O)[O-])c3)cc2)CC1	-7%	-33	-1%	10µM*	-1%	65%[activator]
CCCCn1c(N)c(N(CC(C)C)C(=O)CCNC(=O)c2ccc(Br)cc2)c(=O)[nH]c1=O	1%	-6	.	4%	-2%	-20%
O=C(Nc1cc2c3c(c1)CC(=O)N3CCC2)C1CC1	9%	5	.	20%	5%	0%
O=C(c1cc(-c2ccco2)nc2ccccc12)N1CCN(c2ccc(F)cc2)CC1	?	61	?	?	-17%	-7%
O=Cc1ccccc1OCCN1CCCC1=O	1%	-63*	-2%	1%	-3%	0%
CC(=O)C1=C(O)C(=O)N(Cc2ccco2)C1c1ccc(F)cc1 (stereo not drawn)	-1%	29	-16%	-14%	4%	-9%
CC1CCc2c(sc(NC(=O)Cn3nc(C(=O)O)c4ccccc4c3=O)c2C#N)C1 (stereo not drawn)	-3%	-24	11%	28µM*	?	-30%
O=C(NCC1CCCO1)c1sc(=S)n2c1[nH]c(=O)c1ccc(C(=O)N3CCCCC3)cc12 (stereo not drawn)	7%	33	-5%	-1%	?	-19%
CN(C)/C=C(/C(=O)c1ccccc1Cl)S(C)(=O)=O	-2%	1	3%	-11%	-7%	-11%
CC(C)c1ccc(NC(=O)c2csnn2)cc1	1%	85	-9%	0%	?	-14%
Cc1ccc(N(CC(=O)N2CCOCC2)S(C)(=O)=O)cc1Cl	12%	37	10%	-3%	?	3%
CC1CN(c2nnc(-c3ccccc3)c3ccccc23)CC(C)O1 (stereo not drawn)	13%	?	4%	-7%	2%	32%
CCOC(=O)CON1C(=O)C(C)(C)N(OCC(=O)OCC)C(=O)C1(C)C	-10%	-12	3%	1%	-5%	-7%
(cont.)
SMILES	AMA1 RON2 block	HCMV antiviral	Giardia FBPA inh	Sm TGR inh	AmpC detergent	AmpC no deterg
CCCN(CCC)Cc1cc2ccccc2c2c1COC2	2%	-2	-22%	-4%	-12%	-14%
CCCCOc1ccccc1C(=O)N(Cc1sccc1C)C1CCS(=O)(=O)C1 (stereo not drawn)	.	-31	.	8%	11%	.
CC1=C(C(=O)OC2CCCC2)C(c2coc3ccc(C)cc3c2=O)C2=C(CCCC2=O)N1 (stereo not drawn)	-4%	-24	-4%	8%	3%	-7%
COCCN1C(=O)C(=O)/C(=C(/O)c2ccc(S(=O)(=O)N3CCOCC3)cc2)C1c1cccc([N+](=O)[O-])c1 (stereo not drawn)	-18%	.	-2%	-3%	-4%	-26%
O=C(NC1CCS(=O)(=O)C1)Oc1ccc(Cl)cc1 (stereo not drawn)	2%	-106*	0%	0%	?	-4%
COc1ccc(CCC(=O)NC2CCCCC2)cc1	7%	10	.	-28%	5%	-23%
O=C(O)CCCN1C(=O)C2C3CCC(O3)C2C1=O (stereo not drawn)	13%	38	2%	-6%	?	-14%
COc1ccccc1OCC(=O)Sc1ccc(C)cc1	24%	21	-2%	7.1µM*	-13%	-20%
CCCC1=NN(C(=O)Cc2ccc(OC)cc2)C(O)(C(F)(F)F)C1 (stereo not drawn)	23%	12	5%	0%	7%	-15%
CCc1ccccc1NC(=O)c1cnn(-c2ccccc2)c1C	-17%	6	0%	0%	-10%	88%[activator]
COc1cccc(NC(=O)CCCn2c(=O)c3cccn3c3cccnc32)c1	.	?	.	2%	-3%	.
O=S(=O)(NCc1ccc2c(c1)OCO2)c1ccc(F)cc1	20%	19	6%	1%	-6%	-13%
COc1ccc(NC(=O)c2ccc(NC(=O)c3nc4nc(C)cc(C)n4n3)cc2)cc1	-8%	-14	.	-6%	?	-5%
CN1CCN(c2ccc([N+](=O)[O-])cc2NC(=O)c2ccccc2)CC1	-11%	13	11%	7%	?	0%
COc1cccc(N2CCN(S(=O)(=O)c3cccc4cccnc34)CC2)c1	-11%	-10	0%	4%	6%	-11%
Cc1ccc2nc3c(c(N)c2c1)CCN3c1ccccc1	-7%	16	?	-33%	-12%	-31%
CCOc1ccc(CN(C(=O)c2cc(=O)c3cc(C)cc(C)c3o2)C2CCS(=O)(=O)C2)cc1 (stereo not drawn)	2%	165&2	.	1%&-5%	5%&9%	163%[activator]
O=S(=O)(c1cccc(-c2nc3ccccc3s2)c1)N1CCOCC1	12%	49	-2%	2%	4%	-10%
COCCN(CC(=O)NCC1CCCO1)C(=O)CCC(=O)Nc1ccccn1 (stereo not drawn)	14%	-21	2%	8%	?	-5%
Cc1oc(-c2ccc(C(=O)Nc3ccccc3F)cc2)nc1COc1ccccc1	.	0	.	2%	28%	.
Cc1ccc(C(=O)/C=C/c2c[nH]c3ccccc23)cc1	-3%	12	-12%	-12%	-1%	-9%
O=C(NC(=S)Nc1ccc(S(=O)(=O)Nc2nccs2)cc1)c1cccnc1	31%[activator]	-24	-21%	13µM*	-5%	-28%
CCOC(=O)C1=C(N)OC2=C(C(=O)CC(C)(C)C2)C1c1ccc(C)s1 (stereo not drawn)	-15%	-32	-1%	0%	0%	-15%

One compound at a time (already shown):
O=C(NC1CCS(=O)(=O)C1)Oc1ccc(Cl)cc1 (stereo not drawn) is listed with AMA1 RON2 block: 2%; HCMV antiviral: -106*; Giardia FBPA inh: 0%; Sm TGR inh: 0%; AmpC detergent: ?; AmpC no deterg: -4%
CCOc1ccc(CN(C(=O)c2cc(=O)c3cc(C)cc(C)c3o2)C2CCS(=O)(=O)C2)cc1 (stereo not drawn) is listed with AMA1 RON2 block: 2%; HCMV antiviral: 165&2; Giardia FBPA inh: .; Sm TGR inh: 1%&-5%; AmpC detergent: 5%&9%; AmpC no deterg: 163%[activator]
